Mdm2-MdmX inh = inhibitors of human Mdm2-MdmX association, primary screen, cell-based, luminescence, split luciferase, SaOS-2, uHTS; Protein Mdm4 (Homo sapiens) + E3 ubiquitin-protein ligase Mdm2 (Homo sapiens), …; SaOS-2 split-luciferase Mdm2/MdmX complementation; inhibition, % at 8 µM; 330,000 compounds, 3% hits; AID 485346, 2010;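 active = inhibition of at least 50% at 8 µM in the primary screen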
Target sequence (O15151 whole entry, looked up): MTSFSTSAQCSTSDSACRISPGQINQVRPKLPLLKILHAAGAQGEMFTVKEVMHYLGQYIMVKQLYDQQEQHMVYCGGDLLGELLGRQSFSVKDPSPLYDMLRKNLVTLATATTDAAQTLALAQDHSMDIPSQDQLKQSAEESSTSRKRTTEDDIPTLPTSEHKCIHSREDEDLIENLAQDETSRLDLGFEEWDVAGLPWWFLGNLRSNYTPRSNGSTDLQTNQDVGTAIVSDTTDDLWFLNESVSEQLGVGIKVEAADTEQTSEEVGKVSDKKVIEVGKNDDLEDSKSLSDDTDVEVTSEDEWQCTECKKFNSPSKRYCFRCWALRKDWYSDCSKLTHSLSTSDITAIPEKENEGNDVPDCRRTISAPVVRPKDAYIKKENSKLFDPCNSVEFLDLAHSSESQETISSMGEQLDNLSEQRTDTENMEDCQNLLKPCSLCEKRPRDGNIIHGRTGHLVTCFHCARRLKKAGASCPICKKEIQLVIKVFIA
Target sequence (Q00987 whole entry, looked up): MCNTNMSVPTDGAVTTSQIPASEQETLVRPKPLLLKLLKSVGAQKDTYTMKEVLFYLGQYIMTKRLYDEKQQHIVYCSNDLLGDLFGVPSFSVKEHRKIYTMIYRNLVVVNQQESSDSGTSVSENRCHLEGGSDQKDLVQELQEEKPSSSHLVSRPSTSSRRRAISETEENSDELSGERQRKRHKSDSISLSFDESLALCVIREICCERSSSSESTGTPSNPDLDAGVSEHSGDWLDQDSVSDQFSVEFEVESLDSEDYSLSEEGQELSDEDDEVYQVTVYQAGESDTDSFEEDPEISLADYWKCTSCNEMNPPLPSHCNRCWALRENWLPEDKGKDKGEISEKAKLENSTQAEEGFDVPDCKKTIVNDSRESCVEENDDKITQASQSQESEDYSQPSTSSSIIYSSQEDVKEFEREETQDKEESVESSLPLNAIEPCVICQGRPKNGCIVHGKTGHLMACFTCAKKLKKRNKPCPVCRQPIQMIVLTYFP
GRIN3A LBD mod = binders of NR3A ligand-binding domain, primary screen, biophysical, differential scanning fluorimetry, uHTS; Glutamate receptor ionotropic, NMDA 3A (GRIN3A) ligand-binding domain; NR3A LBD differential scanning fluorimetry, Tm shift; 0% = protein alone, 100% = glycine-bound protein; Tm shift relative to glycine control, % at 25 µM; 340,000 compounds, 2.5% hits; AID 1259313, 2017;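 active = melting temperature shift of at least 10% of the positive control shift, at one fixed dose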
TIM10 inh = growth inhibitors of isogenic TIM10 control yeast, primary screen, counter-screen for tim10-1 yeast inhibitor project, luminescence, uHTS; S. cerevisiae TIM10 strain growth, BacTiter-Glo luminescence, 24 h; inhibition, % at 10 µM; 330,000 compounds, 1.4% hits; AID 463195, 2010;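 active = inhibition of 40% or more at the single tested concentration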;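 note: wild-type TIM10 isogenic control strain grown at permissive 25 °C; 0% = DMSO yeast wells and 100% = minimal medium wells without yeast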
NLRP3 yeast inh = NALP3 inflammasome inhibitors in reconstituted yeast, primary screen, luminescence, uHTS; inhibition, % at 10 µM; 330,000 compounds, 0.39% hits; Yeast reconstituted NLRP3/ASC/caspase-1, beta-gal luminescence, 24 h;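 active = inhibition of 50% or more; inactive = inhibition below 50%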;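 note: plate controls were induced DMSO wells for no effect and uninduced yeast grown without galactose for full effect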
APJ ag = agonists of human apelin receptor APJ, primary screen, CHO-K1 cells, PathHunter beta-arrestin, luminescence; AID 2520, 2010; 330,000 compounds, 0.11% hits; 0% DMSO wells, 100% apelin; activation, % at 20 µM;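 active = activation more than six SD over the plate average, tested at 20 µM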;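 note: 0% = DMSO alone and 100% = apelin-13 at 10 nM; some results filed as inactive read as strong as hits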
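Incubation: overnight seeding, 90 min compound at 25 °C, 1 h detection; test system: PathHunter CHO-K1 APJ (AGTRL-1) beta-arrestin reporter cells; amount: 1000 cells/well; doses: one dose, 20 µM compound, 1% DMSO; measured by: beta-gal luminescence; measure: agonist-driven arrestin binding to APJ; benchmarks: negative DMSO alone, positive Apelin-13 at 10 nM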
tim10-1 inh = growth inhibitors of tim10-1 mutant yeast, primary screen, luminescence, uHTS; S. cerevisiae tim10-1 ts strain growth, BacTiter-Glo, 24 h; inhibition, % at 20 µM; 330,000 compounds, 2.2% hits; AID 463190, 2010;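 active = inhibition of at least 40%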;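 note: mutant grown at 25 °C; 0% = DMSO wells with yeast and 100% = wells holding no yeast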
tim23-1 inh = growth inhibitors of tim23-1 mutant yeast, primary screen, luminescence, uHTS; S. cerevisiae tim23-1 growth, BacTiter-Glo luminescence, 24 h; inhibition, % at 20 µM; 330,000 compounds, 1.3% hits; AID 463212, 2010;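 active = growth inhibition of the mutant yeast at or above 50%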;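 note: temperature-sensitive mutant grown at 25 °C; plate controls were DMSO-treated mutant yeast for no effect and medium wells lacking yeast for full effect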
UPR CHOP act = activators of apoptotic CHOP UPR arm, primary screen, cell-based, CHO-CHOP luciferase reporter, luminescence, uHTS. UPR activation; percent of tunicamycin response over DMSO baseline. activation, % at 10 µM. 330,000 compounds, 0.34% hits. AID 449763, 2010;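 active = at 10 µM dose, activation of 40% or more, normalized to positive control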;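 note: 100% = tunicamycin at 10 µg/mL and 0% = DMSO alone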
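Test system: CHO CHOP reporter cells. Input: 500 CHO-CHOP cells per well. Medium: F12 with 10% FBS. Technique: luciferase luminescence. Measure: percent activation relative to tunicamycin control. Dosing: 10 µM compound, 0.5% DMSO. Timing: 16-18 h cell attachment, then 6 h compound exposure, 37 °C.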
XBP1 UPR activ = activators of adaptive XBP1 UPR arm, primary screen, cell-based, CHO-XBP1 luciferase reporter, luminescence, uHTS; IRE1-XBP1 UPR activation; percent of tunicamycin response, DMSO as zero; activation, % at 20 µM; 330,000 compounds, 0.33% hits;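 active = versus positive control, 20 µM dose yields 30% or more activation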;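 note: 100% = tunicamycin at 10 µg/mL and 0% = DMSO only wells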
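Material: CHO-XBP1 cells stably carrying IRE1-XBP1-driven luciferase reporter / Amount: 1000 cells per well / Compound: 20 µM, 1% DMSO / Times: 6 h treatment, 37 °C / Detection: luciferase luminescence / Measure: % activation of reporter signal versus tunicamycin and DMSO controls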
* = called active by the depositor.

For COc1ccc(N(CC(=O)NC2CCCC2)C(=O)Cn2nnc(-c3ccc(C)o3)n2)cc1 the results were Mdm2-MdmX inh -9, GRIN3A LBD mod -1, TIM10 inh -8, NLRP3 yeast inh 9, APJ ag -3, tim10-1 inh -3, tim23-1 inh 0, UPR CHOP act 0.0 and XBP1 UPR activ -1.
N=C1c2ccccc2CN1NC(=O)COc1ccc(Cl)cc1 was read as Mdm2-MdmX inh -7, GRIN3A LBD mod -1, TIM10 inh -4, NLRP3 yeast inh -7, APJ ag -2, tim10-1 inh -5, tim23-1 inh -16, UPR CHOP act 2.7 and XBP1 UPR activ -3.
For Cc1ccc(NS(=O)(=O)c2ccc(-c3cnc(C4CC4)o3)cc2)cc1 the results were Mdm2-MdmX inh 53*, GRIN3A LBD mod -6, TIM10 inh -15, NLRP3 yeast inh 38, APJ ag -1, tim10-1 inh 40*, tim23-1 inh 27, UPR CHOP act 0.7 and XBP1 UPR activ -5.
For CCOc1ccc(C(=O)NCC(=O)OCC(=O)N2C(C)CCCC2C)cc1 (stereo unspecified) the results were Mdm2-MdmX inh 7, GRIN3A LBD mod 0, TIM10 inh -3, NLRP3 yeast inh 12, APJ ag 0, tim10-1 inh 11, tim23-1 inh 3, UPR CHOP act 0.9 and XBP1 UPR activ -2.
`COc1ccc(C=Nc2ccc3[nH]ncc3c2)c(O)c1` gave Mdm2-MdmX inh 22, GRIN3A LBD mod -5, TIM10 inh 6, NLRP3 yeast inh 5, APJ ag 3, tim10-1 inh 21, tim23-1 inh 13, UPR CHOP act -0.6 and XBP1 UPR activ 0.
`COc1cccc(C(=O)NCC2(c3ccccc3)CCCC2)c1OC` gave Mdm2-MdmX inh -1, GRIN3A LBD mod -5, TIM10 inh 9, NLRP3 yeast inh 13, APJ ag -4, tim10-1 inh 13, tim23-1 inh 26, UPR CHOP act 1.7 and XBP1 UPR activ -5.
COCCn1c(=O)[nH]c(=O)c2c1nc(-c1cc(Br)c3c(c1)OCO3)n2Cc1ccccc1 was read as Mdm2-MdmX inh 20, GRIN3A LBD mod 0, TIM10 inh 15, NLRP3 yeast inh -3, APJ ag 0, tim10-1 inh 7, tim23-1 inh 11, UPR CHOP act 6.0 and XBP1 UPR activ 0.
Screening Cc1ccnn1Cc1cc(C(=O)O)c2ccccc2n1 returned Mdm2-MdmX inh 35, GRIN3A LBD mod -1, TIM10 inh -16, NLRP3 yeast inh 13, APJ ag 0, tim10-1 inh 5, tim23-1 inh 4, UPR CHOP act -1.2 and XBP1 UPR activ -4.
`CCn1c(COc2ccc(=O)n(-c3ccccc3)n2)nnc1SCc1cccc(OC)c1` gave Mdm2-MdmX inh -17, GRIN3A LBD mod -2, TIM10 inh 27, NLRP3 yeast inh -3, APJ ag -3, tim10-1 inh 31, tim23-1 inh 11, UPR CHOP act -0.3 and XBP1 UPR activ 5.
Screening CCOc1cc(/C=C2\CCCc3c2nc2ccccc2c3C(=O)O)ccc1OC returned Mdm2-MdmX inh 15, GRIN3A LBD mod -2, TIM10 inh -6, NLRP3 yeast inh 26, APJ ag 9, tim10-1 inh 16, tim23-1 inh 13, UPR CHOP act 0.9 and XBP1 UPR activ -2.
For CCOC(=O)c1cc(-c2ccncc2)nc2c1c(C)nn2-c1ccccn1 the results were Mdm2-MdmX inh 34, GRIN3A LBD mod 0, TIM10 inh 34, NLRP3 yeast inh -4, APJ ag 0, tim10-1 inh 45*, tim23-1 inh 45, UPR CHOP act 0.7 and XBP1 UPR activ 3.
Screening CC[C@H](C)[C@H](NC(=O)c1ccc(Cl)cc1)C(=O)OCC(=O)c1ccc2c(c1)NC(=O)CO2 returned Mdm2-MdmX inh 11, GRIN3A LBD mod -1, TIM10 inh -3, NLRP3 yeast inh -8, APJ ag -5, tim10-1 inh 14, tim23-1 inh 7, UPR CHOP act -0.3 and XBP1 UPR activ 6.

Already shown: an excerpt of the list.
For CCOC(=O)c1cc(-c2ccncc2)nc2c1c(C)nn2-c1ccccn1 the results were Mdm2-MdmX inh 34, GRIN3A LBD mod 0, TIM10 inh 34, NLRP3 yeast inh -4, APJ ag 0, tim10-1 inh 45*, tim23-1 inh 45, UPR CHOP act 0.7 and XBP1 UPR activ 3.
Screening CC[C@H](C)[C@H](NC(=O)c1ccc(Cl)cc1)C(=O)OCC(=O)c1ccc2c(c1)NC(=O)CO2 returned Mdm2-MdmX inh 11, GRIN3A LBD mod -1, TIM10 inh -3, NLRP3 yeast inh -8, APJ ag -5, tim10-1 inh 14, tim23-1 inh 7, UPR CHOP act -0.3 and XBP1 UPR activ 6.

The listing continues:
Screening O=C1CC(N2CCSCC2)C(=O)N1c1ccc(Br)cc1 (stereo unspecified) returned Mdm2-MdmX inh -18, GRIN3A LBD mod 0, TIM10 inh 20, NLRP3 yeast inh 6, APJ ag -3, tim10-1 inh 28, tim23-1 inh 31, UPR CHOP act 1.9 and XBP1 UPR activ 0.
For O=C1CSC(=NC2CCCCC2)N1 the results were Mdm2-MdmX inh -4, GRIN3A LBD mod -1, TIM10 inh -49, NLRP3 yeast inh -23, APJ ag -4, tim10-1 inh -48, tim23-1 inh -136, UPR CHOP act -0.3 and XBP1 UPR activ -1.
`Cc1ccc(Nc2nc(CSc3nnc(-c4ccccc4C)n3C)cs2)cc1` gave Mdm2-MdmX inh -7, GRIN3A LBD mod -1, TIM10 inh 8, NLRP3 yeast inh 2, APJ ag 0, tim10-1 inh 19, tim23-1 inh 31, UPR CHOP act 4.4 and XBP1 UPR activ -3.
Screening O=C(COC(=O)Cn1nc(-c2ccccc2)oc1=O)Nc1ccc(F)cc1 returned Mdm2-MdmX inh -2, GRIN3A LBD mod 1, TIM10 inh -2, NLRP3 yeast inh -3, APJ ag 2, tim10-1 inh 9, tim23-1 inh 24, UPR CHOP act 2.1 and XBP1 UPR activ 0.
`CCCCCn1c(=O)[nH]c2cc(C(=O)Nc3ccc(OC)cc3)ccc2c1=O` gave Mdm2-MdmX inh 1, GRIN3A LBD mod -2, TIM10 inh -12, NLRP3 yeast inh 8, APJ ag 3, tim10-1 inh -9, tim23-1 inh -10, UPR CHOP act 0.1 and XBP1 UPR activ -2.
Screening COc1ccc(S(=O)(=O)NCCOc2ccccc2)cc1C returned Mdm2-MdmX inh -14, GRIN3A LBD mod 2, TIM10 inh -1, NLRP3 yeast inh 9, APJ ag 0, tim10-1 inh 20, tim23-1 inh 14, UPR CHOP act -0.7 and XBP1 UPR activ -2.
For O=C(O)COCC(=O)Nc1ccc2c(c1)CCC2 the results were Mdm2-MdmX inh -26, GRIN3A LBD mod -2, TIM10 inh 6, NLRP3 yeast inh -4, APJ ag -3, tim10-1 inh 10, tim23-1 inh -5, UPR CHOP act -1.7 and XBP1 UPR activ 0.
For CN(C)S(=O)(=O)c1cccc(NC(=O)COc2ccc(C(=O)c3ccccc3)cc2)c1 the results were Mdm2-MdmX inh 12, GRIN3A LBD mod -8, TIM10 inh 8, NLRP3 yeast inh 13, APJ ag 2, tim10-1 inh 38, tim23-1 inh 29, UPR CHOP act -0.8 and XBP1 UPR activ 0.
`CCCn1nc(C(=O)NNC(=O)c2ccc(OC(F)F)cc2)c2ccccc2c1=O` gave Mdm2-MdmX inh -7, GRIN3A LBD mod 1, TIM10 inh -7, NLRP3 yeast inh 16, APJ ag -1, tim10-1 inh -18, tim23-1 inh 7, UPR CHOP act -0.2 and XBP1 UPR activ -4.
`CC(=O)c1c(C)[nH]c(C(=O)OCC(=O)N(C)c2c(N)n(Cc3ccccc3)c(=O)[nH]c2=O)c1C` gave Mdm2-MdmX inh 16, GRIN3A LBD mod -1, TIM10 inh 10, NLRP3 yeast inh 9, APJ ag 6, tim10-1 inh 5, tim23-1 inh 11, UPR CHOP act -2.1 and XBP1 UPR activ 0.
For CCCC(=O)Nc1ccc(C(=O)NNC(=O)COc2ccc(Br)c(C)c2)cc1 the results were Mdm2-MdmX inh 22, GRIN3A LBD mod 1, TIM10 inh -2, NLRP3 yeast inh 5, APJ ag -7, tim10-1 inh 6, tim23-1 inh -5, UPR CHOP act -1.6 and XBP1 UPR activ 1.
Screening CC(=O)C1=C(O)CCCC1=NCc1nc2ccccc2[nH]1 returned Mdm2-MdmX inh -2, GRIN3A LBD mod -1, TIM10 inh -16, NLRP3 yeast inh -9, APJ ag -2, tim10-1 inh -4, tim23-1 inh 3, UPR CHOP act -1.1 and XBP1 UPR activ 1.
Cc1csc(N/N=C/c2ccc(O)c([N+](=O)[O-])c2)n1 was read as Mdm2-MdmX inh -12, GRIN3A LBD mod 3, TIM10 inh 30, NLRP3 yeast inh -6, APJ ag -2, tim10-1 inh 51*, tim23-1 inh 40, UPR CHOP act 0.8 and XBP1 UPR activ 2.
CC1(c2nnc(-c3ccncc3)o2)CC(c2ccc(Cl)cc2)=NO1 (stereo unspecified) was read as Mdm2-MdmX inh 15, GRIN3A LBD mod 1, TIM10 inh -29, NLRP3 yeast inh 16, APJ ag 8, tim10-1 inh -18, tim23-1 inh 7, UPR CHOP act -1.5 and XBP1 UPR activ -2.
`CCCCn1c(N)c(N(CC)C(=O)/C=C/c2ccco2)c(=O)[nH]c1=O` gave Mdm2-MdmX inh 15, GRIN3A LBD mod 0, TIM10 inh 8, NLRP3 yeast inh 5, APJ ag 1, tim10-1 inh 3, tim23-1 inh 15, UPR CHOP act -0.8 and XBP1 UPR activ -1.
CCOC(=O)c1cc(C)sc1NC(=O)C1CCC1 was read as Mdm2-MdmX inh -11, GRIN3A LBD mod 2, TIM10 inh -20, NLRP3 yeast inh 33, APJ ag -1, tim10-1 inh 26, tim23-1 inh 17, UPR CHOP act -2.2 and XBP1 UPR activ 0.
`Cc1c(C)n(-c2ccccc2)c2ncnc(NCCCN(C)C)c12` gave Mdm2-MdmX inh -1, GRIN3A LBD mod 2, TIM10 inh -3, NLRP3 yeast inh -9, APJ ag -5, tim10-1 inh 14, tim23-1 inh -6, UPR CHOP act 0.2 and XBP1 UPR activ 0.
Cc1cccc(C(=O)Nc2cccc(OCC(=O)O)c2)c1 was read as Mdm2-MdmX inh 17, GRIN3A LBD mod 1, TIM10 inh 5, NLRP3 yeast inh 21, APJ ag -1, tim10-1 inh -1, tim23-1 inh 9, UPR CHOP act 1.3 and XBP1 UPR activ -1.
`N#CCC(=O)Nc1ccc(C(=O)OCC(=O)NC2CCCc3ccccc32)cc1` (stereo unspecified) gave Mdm2-MdmX inh -19, GRIN3A LBD mod -4, TIM10 inh 4, NLRP3 yeast inh 12, APJ ag 0, tim10-1 inh 3, tim23-1 inh 18, UPR CHOP act 1.5 and XBP1 UPR activ -1.

Assay outcomes from PubChem BioAssay.
